# Myeloid diff MLP: compounds promoting myeloid differentiation; ER-HoxA9 myeloid progenitors, lysozyme-GFP differentiation, flow cytometry; 360,000 tested, 1% active; calls only at 10 µM; AID 624256;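 active = normalized GFP-positive differentiation at or above the plate's own cutoff, the solvent-only control mean plus 3 SD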;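 also: cells exposed to compound for four days before flow analysis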
# GPR55 LPI antagonism: inhibition of LPI-stimulated GPR55 beta-arrestin translocation – imaging, U2OS, beta-arrestin-GFP, LPI agonist, primary screen (AID 2013). U2OS GPR55 beta-arrestin-GFP translocation imaging, LPI antagonism; higher % means a stronger effect. inhibition, % at 10 µM; hits with a dose series show IC50 in µM. 290,000 tested, 0.13% active;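 active = spots per cell inhibited over 60%, with over 100 cells counted and total cytoplasm intensity under 500,000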;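 also: U2OS cells stably carrying GPR55 and arrestin-GFP stimulated by 5 µM LPI near EC80; imaged beta-arrestin-GFP aggregate spots per cell after agonist stimulation; plate controls were LPI-stimulated DMSO wells for no effect and DMSO wells without LPI for full effect; some results filed as inactive read as strong as hits; confirmed hits need IC50 under 10 µM and bright autofluorescent wells are also inconclusive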
# Rac1 GTP hydrolysis: MgcRacGAP GTPase-activating activity inhibitors, confirmation, biochemical, ADP Hunter fluorescence; 340,000 tested, 0.6% active; MgcRacGAP-stimulated Rac1 GTP hydrolysis, ADP Hunter fluorescence; higher % means a stronger effect; GST-tagged Rac1 F28L mutant substrate; AID 624330; inhibition, % at 30 µM; hits with a dose series show IC50 in µM;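 active = first-screen hits whose inhibition reached a set limit at any dose in the follow-up dose series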;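 also: fluorescence reports GDP produced by GAP-driven GTP hydrolysis; strong numbers were not always called active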
# Salmonella PhoP GFP: PhoP-dependent GFP reporter repression – Salmonella Typhimurium, primary screen (AID 1863); S. Typhimurium PhoP-regulated promoter GFP reporter, 4 h; higher % means a stronger effect; inhibition, % at 50 µM, or IC50 in µM where a hit was titrated; 300,000 tested, 0.16% active;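 active = inhibition over 29.93%, a cutoff 3 SD above the screen mean, later confirmed by dose response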;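 also: 0% = low Mg2+ inducing control and 100% = high Mg2+ repressing control; strong numbers were not always called active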
# NTR1 ag: agonists of NTR1, primary screen, imaging, U2OS cells, beta-arrestin-GFP, high content (AID 493036); 330,000 tested, 0.17% active; NTR1-U2OS beta-arrestin-GFP spot imaging, agonist mode; activation, % at 20 µM; P30989;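 active = activation at or above 40% of the spot to cytoplasm intensity ratio, with at least 20 cells analyzed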;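 also: 0% = DMSO without peptide and 100% = 100 nM NTR1 peptide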
# Target sequence (P30989 whole entry, looked up): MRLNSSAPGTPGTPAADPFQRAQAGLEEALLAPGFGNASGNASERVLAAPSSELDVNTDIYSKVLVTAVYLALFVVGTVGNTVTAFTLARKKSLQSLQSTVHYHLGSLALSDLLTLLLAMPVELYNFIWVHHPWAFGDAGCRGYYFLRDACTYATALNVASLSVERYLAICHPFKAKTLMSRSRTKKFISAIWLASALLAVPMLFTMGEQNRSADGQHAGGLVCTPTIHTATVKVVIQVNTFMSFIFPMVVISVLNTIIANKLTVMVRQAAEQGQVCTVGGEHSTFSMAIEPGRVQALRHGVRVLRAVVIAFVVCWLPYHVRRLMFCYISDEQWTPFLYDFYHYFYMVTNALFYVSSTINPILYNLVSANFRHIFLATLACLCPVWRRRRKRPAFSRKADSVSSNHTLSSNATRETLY
# LYP inhibition: PTPN22 lymphoid phosphatase activity blockers – biochemical, fluorescence intensity, uHTS (AID 1779) | 290,000 tested, 0.054% active | recombinant LYP phosphatase, fluorescence intensity; higher % means a stronger effect | one-dose inhibition, % at 11.5 µM; IC50 in µM for titrated hits; in the data active = inhibition above about 50%;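 also: plate controls were vehicle with enzyme for no effect and no enzyme for full effect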
# SIAH1 antagonists: Siah-1 peptide-binding antagonists, primary screen, biochemical, fluorescence polarization, rhodamine-plectin, uHTS (AID 1817). 290,000 tested, 0.02% active. Siah-1 / rhodamine-plectin peptide fluorescence polarization; higher % means a stronger effect. one-dose displacement, % at 20 µM; IC50 in µM for titrated hits;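 active = displacement of at least 50% at 20 µM, with a fluorescence ratio check between 0.3 and a set limit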;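 also: plate controls were Siah plus tracer with DMSO for no effect and tracer alone without Siah for full effect; strong numbers were not always called active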
# GPR35 antagonists: GPR35 antagonists blocking zaprinast-driven arrestin recruitment, primary screen, imaging, U2OS, beta-arrestin-GFP, zaprinast agonist (AID 2058); U2OS GPR35 beta-arrestin-GFP translocation imaging, zaprinast antagonism; higher % means a stronger effect; one-dose inhibition, % at 10 µM; IC50 in µM for titrated hits; 290,000 tested, 0.052% active;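 active = inhibition of at least 50% with at least 30 cells and total cytoplasm GFP at most 10,000,000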
# HIV peptide binding: cell-free HIV fusion peptide-binding blockers – biochemical, uHTS, fluorescence dequenching, primary screen (AID 1986). cell-free peptide binding, fluorescence dequenching, 30 min; higher % means a stronger effect. inhibition, % at 20 µM; hits with a dose series show IC50 in µM. 290,000 tested, 0.3% active; in the data active = inhibition mostly above about 52%, no sharp cut-off; inactive = mostly below about 76%; also: some results filed as inactive read as strong as hits
# NTR1 ag cell count 20 µM: recorded beside NTR1 ag, whose call it bears; cell count; measured here: cell count, cytotoxicity flag
# Myeloid diff MLP GFP+ MAC1+ %: second read-out of Myeloid diff MLP, no call of its own (marks repeat the call); GFP+ MAC1+ double positive, %; measured here: differentiation confirmed by MAC1 staining
# * hit, by the source's call; i = inactive; / = not tested or not shown. This is a random part of the collection; 2.4% or so of the library scored in one or more.
# The first 8 records as a preview:
SMILES,Myeloid diff MLP,Myeloid diff MLP GFP+ MAC1+ %,GPR55 LPI antagonism,Rac1 GTP hydrolysis,Salmonella PhoP GFP,NTR1 ag,NTR1 ag cell count 20 µM,LYP inhibition,SIAH1 antagonists,GPR35 antagonists,HIV peptide binding
COCCNC(=S)N1CCN(c2nc(-c3ccccc3)cs2)CC1,i,0.6,-3%,8%,-6%,3.7,52,-3%,7%,-2%,1.1%
CCCCC[C@H](O)/C=C/[C@H]1C=CC(=O)[C@@H]1C/C=C\CCCC(=O)O,/,/,0%,/,-4%,/,/,0%,6%,0%,52%*
CCCN(CC(=O)Nc1ccccc1OC)C(=O)c1cccc(S(=O)(=O)NCc2ccccc2)c1,i,0.6,/,3%,-9%,1.1,92,/,/,/,/
CCCCCCN=C(C)c1ccccc1O,i,0.4,-2%,5%,3%,1.3,54,-6%,-1%,0%,0.7%
O=c1c(F)cn(C2CCCO2)c(=O)n1Cc1c(F)cccc1Cl (configuration not stated),i,0.8,6%,4%,-1%,0.9,79,2%,14%,2%,-1.1%
CC(C(=O)Nc1cccnc1)N1C(=O)C2C3C=CC(C3)C2C1=O (configuration not stated),i,0.1,1%,4%,1%,-0.5,92,-2%,-2%,0%,-2.4%
Cc1ccc(NC(=O)[C@H](NC(=O)[C@@H]2Cc3ccccc3CN2)c2ccccc2)cc1,i,0.0,10%,-19%,9%,1.0,66,-4%,5%,0%,-0.6%
CCCC(=O)NCCCc1nc2ccccc2[nH]1,i,2.1,20%,0%,17%,0.1,56,1%,15%,3%,-1.5%

# The listing, from the first entry:
SMILES,Myeloid diff MLP,Myeloid diff MLP GFP+ MAC1+ %,GPR55 LPI antagonism,Rac1 GTP hydrolysis,Salmonella PhoP GFP,NTR1 ag,NTR1 ag cell count 20 µM,LYP inhibition,SIAH1 antagonists,GPR35 antagonists,HIV peptide binding
COCCNC(=S)N1CCN(c2nc(-c3ccccc3)cs2)CC1,i,0.6,-3%,8%,-6%,3.7,52,-3%,7%,-2%,1.1%
CCCCC[C@H](O)/C=C/[C@H]1C=CC(=O)[C@@H]1C/C=C\CCCC(=O)O,/,/,0%,/,-4%,/,/,0%,6%,0%,52%*
CCCN(CC(=O)Nc1ccccc1OC)C(=O)c1cccc(S(=O)(=O)NCc2ccccc2)c1,i,0.6,/,3%,-9%,1.1,92,/,/,/,/
CCCCCCN=C(C)c1ccccc1O,i,0.4,-2%,5%,3%,1.3,54,-6%,-1%,0%,0.7%
O=c1c(F)cn(C2CCCO2)c(=O)n1Cc1c(F)cccc1Cl (configuration not stated),i,0.8,6%,4%,-1%,0.9,79,2%,14%,2%,-1.1%
CC(C(=O)Nc1cccnc1)N1C(=O)C2C3C=CC(C3)C2C1=O (configuration not stated),i,0.1,1%,4%,1%,-0.5,92,-2%,-2%,0%,-2.4%
Cc1ccc(NC(=O)[C@H](NC(=O)[C@@H]2Cc3ccccc3CN2)c2ccccc2)cc1,i,0.0,10%,-19%,9%,1.0,66,-4%,5%,0%,-0.6%
CCCC(=O)NCCCc1nc2ccccc2[nH]1,i,2.1,20%,0%,17%,0.1,56,1%,15%,3%,-1.5%
CCOC(=O)c1ccccc1NC(=O)Cn1cnc2c(cnn2-c2ccc(F)cc2)c1=O,/,/,2%,7%,-3%,/,/,-6%,0%,-16%,1.6%
Cc1csc(=Nc2c(C)n(C)n(-c3ccccc3)c2=O)n1-c1ccccc1,i,0.6,6%,7%,2%,-0.3,45,-7%,4%,-7%,0.7%
CCOC(=O)CSc1nnc(CNC(=O)c2cccs2)n1Cc1ccccc1,i,1.0,3%,6%,0%,-0.1,83,-12%,-8%,4%,-1.0%
CCOc1ccc(C2C(C(=O)c3cccs3)=C(O)C(=O)N2Cc2cccnc2)cc1OC (configuration not stated),i,1.0,2%,1%,-5%,1.1,54,-12%,-3%,1%,0.6%
CC(=O)NC(=S)Nc1sc2c(c1C#N)CCCCC2,i,0.1,2%,-13%,-13%,/,/,-2%,2%,15%,0.7%
Cc1csc(NC(=O)CSc2nccn2C)n1,i,1.1,13%,6%,3%,4.2,60,-6%,-4%,-19%,0.6%
CC(C)(C)C(=O)NCCc1nc2ccccc2n1CC(=O)c1ccc(Cl)cc1,i,4.7,-3%,-3%,-3%,1.9,63,-6%,-2%,-8%,0.2%
Cc1ccc(C(C)C)c(OCc2n[nH]c(=S)o2)c1,i,0.7,15%,9%,-4%,0.1,76,-5%,2%,1%,6.6%
COc1ccccc1CNS(=O)(=O)c1c(C)[nH]c(C)c1C(=O)N1CCCCC1,i,2.5,3%,5%,-5%,0.0,72,-8%,7%,6%,-0.4%
CCOC(=O)c1c(C)oc2c(CC(=O)c3ccccc3)c(Cl)c(O)c(O)c12,i,1.2,4%,7%,-10%,/,/,6%,-2%,/,14%
O=C(CCc1nnc(CCCc2ccccc2)o1)N1CCCCCC1,i,0.3,1%,4%,0%,-0.4,42,1%,-4%,-10%,-0.4%
O=C(CSc1nncn1-c1cccnc1)N(c1ccccc1)c1ccccc1,i,0.4,0%,6%,23%,0.9,52,-4%,0%,-3%,0.2%
CCCn1c(=O)c2c(nc3n2CCCN3CCc2ccccc2)n(C)c1=O,i,0.7,0%,2%,-2%,1.0,104,-6%,4%,0%,-0.8%
COc1ccc(NC(=O)c2cc(S(=O)(=O)N3CCCCC3)ccc2N2CCCCC2)cn1,i,1.5,1%,-10%,17%,0.1,86,5%,2%,-4%,1.4%
CC(C)n1c(NCCc2ccccc2)nc2c1c(=O)n(C)c(=O)n2C,i,0.6,0%,5%,2%,2.0,57,-6%,-1%,-8%,-2.2%
COc1ccc(C(=O)NCC(=O)OCc2ccccc2F)cc1,i,0.3,7%,8%,-8%,-1.9,48,-11%,2%,-12%,-0.1%
COc1ccc(/C=N/n2cnnc2)cc1Br,i,0.3,2%,/,0%,-1.2,61,-4%,-6%,-8%,0.6%
Cc1oc(-c2ccccc2F)nc1CS(=O)CC(=O)NCc1ccc(Cl)cc1 (configuration not stated),i,2.6,8%,5%,-10%,1.2,65,-7%,-1%,-1%,4.2%
O=C(O)COc1ccccc1/C=N/NC(=O)CSc1nnc(SCc2ccc(Cl)cc2)s1,i,0.3,-9%,5%,3%,0.4,56,-1%,3%,1%,28%
CC(=O)C1C(c2ccc(C)cc2)c2c(n[nH]c2C)CC1(C)O (configuration not stated),i,2.2,-10%,0%,9%,15,79,-6%,-2%,-16%,5.1%
Cc1c(NC(=O)CCCN2C(=O)c3cccc4cccc(c34)C2=O)c(=O)n(-c2ccccc2)n1C,i,1.1,-5%,9%,2%,-0.4,43,1%,4%,9%,-0.2%
COC(=O)c1c(CSc2ccc(Cl)cc2)noc1C(=O)NCc1ccco1,i,0.9,22%,11%,-11%,8.9,87,-2%,-3%,-7%,0.7%
CCOc1ccccc1NC(=O)CSc1nc(=O)n(CCCN2CCOCC2)c2c1CCC2,i,0.3,/,4%,1%,0.8,70,/,/,/,/
c1ccc2c(Nc3nnc(-c4ccncc4)s3)cccc2c1,i,7.3,-6%,2%,-3%,0.5,39,4%,-3%,-6%,-3.0%
CCc1nn(-c2ccccc2)c(N)c1-c1ccc(OC)c(OC)c1,i,0.8,0%,4%,-10%,-0.8,75,-6%,-3%,17%,-1.5%
Cc1ccccc1NC(=O)c1cccc(S(=O)(=O)N2CCOCC2)c1,i,0.4,47%,5%,5%,-1.5,43,-6%,0%,10%,2.1%
CC1=C(C(=O)OCc2ccccc2)C(c2ccsc2)NC(=O)N1C (configuration not stated),i,0.1,-8%,-2%,-1%,1.3,93,-2%,7%,-4%,0.4%
Cc1cc(C)n2nc3nc(N4CCCC4)nc(-c4ccccc4)c3c2n1,i,0.5,-1%,11%,-3%,0.0,57,-1%,1%,-20%,-0.8%
COc1ccc(C(=O)NCc2nnc(SCC(=O)Nc3cccc(F)c3)o2)cc1,i,0.7,3%,10%,-2%,0.5,104,-7%,-7%,22%,-0.9%
Cc1ccc(NS(=O)(=O)c2ccc3c(c2)oc(=O)n3C)cc1,i,0.4,3%,7%,-2%,0.4,65,-11%,-2%,-3%,2.5%
Cc1cccc(Cn2c(CN3CCN(Cc4ccccc4)CC3)nc3c2c(=O)[nH]c(=O)n3C)c1,i,2.0,1%,8%,6%,0.1,98,2%,-1%,5%,2.4%
O=C(Nc1ccc2c(c1)C(=O)OC2)c1ccccc1Cl,i,2.2,-2%,7%,0%,-0.3,46,0%,-7%,5%,-1.8%
COCc1ccc(C(=O)N2CCCC(Nc3ccc(C(C)C)cc3)C2)o1 (configuration not stated),i,0.5,27%,9%,-2%,2.6,53,-6%,4%,14%,-1.1%
Cc1cc(SCC(=O)N(C)c2c(N)n(Cc3ccccc3)c(=O)[nH]c2=O)nc2ccccc12,i,0.3,1%,-8%,-9%,0.5,58,3%,5%,-7%,0.7%
Cc1ccc(-c2noc(CCCC(=O)N3CCOCC3)n2)cc1,i,2.5,-6%,6%,-4%,1.4,75,-3%,2%,9%,1.7%
O=C(Nc1cccc(O)c1)N1CCOCC1,/,/,-9%,12%,-3%,0.5,47,-9%,3%,3%,19%
CCC(C)N=Cc1c(Nc2ccccc2)nc2c(C)cccn2c1=O (configuration not stated),i,0.3,-8%,1%,/,11,48,6%,6%,-4%,-1.0%
CCC(=O)Nc1cc(C(F)(F)F)ccc1N1CCOCC1,i,1.7,2%,-2%,-3%,-2.7,30,-1%,0%,6%,1.4%
O=C(/C=C/c1ccco1)N1CCN(S(=O)(=O)/C=C/c2ccccc2)CC1,i,0.2,-6%,7%,-5%,1.0,73,-4%,2%,-5%,5.8%

# Bioassay records from PubChem BioAssay.
